Bioassay records (PubChem BioAssay)
LMPTP inh: LMPTP phosphatase inhibitors, primary screen, biochemical, fluorescence intensity, uHTS | Low molecular weight phosphotyrosine protein phosphatase (Homo sapiens), P24666 | recombinant LMPTP-A, OMFP fluorogenic substrate | inhibition, % at 20 µM | 360,000 compounds, 0.22% hits;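 active means compounds that cut the enzyme signal by at least half of the control window in the single-dose screen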;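 further: plate controls were DMSO wells with enzyme plus substrate for no effect and substrate without enzyme for full effect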
Target sequence (P24666 whole entry, looked up): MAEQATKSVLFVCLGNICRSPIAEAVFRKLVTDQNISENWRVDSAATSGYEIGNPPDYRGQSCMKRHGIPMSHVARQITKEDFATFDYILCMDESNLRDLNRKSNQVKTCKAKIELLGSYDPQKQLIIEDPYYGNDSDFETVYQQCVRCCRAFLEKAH
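Assay system: LMPTP-A enzyme. Input: 0.625 nM LMPTP-A final. Probe or stimulus: 400 µM OMFP. Compound dosing: single 20 µM dose. Schedule: 50 min dark incubation at room temperature. Detection: fluorescence intensity of OMFP turnover product. Read-out: percent inhibition versus substrate-only and uninhibited controls. Benchmarks: no-enzyme low control, uninhibited high control.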
Scp1 inh: Scp-1 phosphatase inhibitors, primary screen, biochemical, colorimetric, uHTS; Recombinant Scp1, phosphopeptide, malachite green phosphate absorbance; 340,000 compounds, 0.88% hits; Carboxy-terminal domain RNA polymerase II polypeptide A small phosphatase 1 (Homo …; AID 493091, 2011; inhibition, % at 20 µM;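 active means inhibition above about 50% at 20 µM, limit read from the data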;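 further: plate controls were DMSO wells with enzyme for no effect and wells lacking enzyme for full effect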
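Times: enzyme reaction 45 min at room temperature, colour 5 min, stabilisation 30 min. Material: SCP-1 catalytic fragment, aa 76-261. Medium: Acidic Tris acetate buffer with magnesium and detergent. Signal: colorimetric free-phosphate detection, absorbance 630 nm. Read-out basis: % inhibition of SCP-1 phosphate liberation. Reagent: Phosphorylated 17-residue peptide substrate.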
Rin1-Abl PPI inh: inhibitors of Rin1-Abl protein binding, primary screen, biochemical, TR-FRET | inhibition, % at 7.35 µM | 360,000 compounds, 0.4% hits; in the data active means inhibition above about 5%, passing the limit was not always enough
STEP inh: STEP phosphatase inhibitors, primary screen, biochemical, fluorescence intensity, uHTS; Tyrosine-protein phosphatase non-receptor type 5 (Homo sapiens), P54829; inhibition, % at 20 µM; 360,000 compounds, 0.25% hits; recombinant STEP, OMFP fluorogenic substrate;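 active means inhibition at 20 µM, scaled per plate between control wells, above about 37%, limit read from the data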;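 further: 0% = DMSO with enzyme and substrate and 100% = substrate only without enzyme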
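System: STEP (striatal-enriched tyrosine phosphatase) enzyme, cell-free; medium: Bis-Tris pH 6.0 buffer with DTT, detergent; dosing: 20 µM, 1% DMSO; times: reaction 20 min, ambient temperature; detection: fluorescence, 480/540 nm; read-out basis: normalized % inhibition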
NadD block: inhibitors of S. aureus NadD, primary screen, biochemical, colorimetric, uHTS; purified NadD enzyme, colorimetric absorbance read-out; inhibition, % at 20 µM; 360,000 compounds, 0.78% hits; AID 602399, 2012; in the data active means inhibition above about 26%; further: some compounds past the cut are filed as inactive
DNMT1 inh: human DNMT1 methyltransferase inhibitors, primary screen, biochemical, molecular beacon, fluorescence, HinP1I cleavage, uHTS; inhibition (reported as % activation of signal), % at 10 µM; 360,000 compounds, 0.83% hits; in the data active means inhibition above about 50%
SUMO1 PPI mod: modulators of SUMO1 protein-protein interactions, primary screen, biochemical, uHTS | Small ubiquitin-related modifier 1 (Homo sapiens), P63165 | SUMO1 binding to a labelled peptide, TR-FRET, 1 h | inhibition, % at 20 µM | 360,000 compounds, 0.33% hits; in the data active means inhibition above about 37%
Target sequence (P63165 whole entry, looked up): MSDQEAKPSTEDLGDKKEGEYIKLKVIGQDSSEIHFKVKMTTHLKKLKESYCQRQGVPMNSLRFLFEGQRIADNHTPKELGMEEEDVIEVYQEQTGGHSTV
CSN inh: inhibitors of CSN-mediated cullin deneddylation, primary screen, biochemical, fluorescence polarization, uHTS | Purified CSN, SCF-Nedd8-OG deneddylation | 360,000 compounds, 0.38% hits | inhibition, % at 12.5 µM | COP9 signalosome complex subunit 5 (Homo sapiens), Q92905;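 active means pattern-corrected inhibition above about 35%, with an unprinted fluorescence ratio check between 0.5 and 1.5, limit read from the data, passing the limit was not always enough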;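 further: 0% = enzyme with substrate and 100% = substrate without enzyme; some results filed as inactive read as strong as hits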
Target sequence (Q92905 whole entry, looked up, one chain of several): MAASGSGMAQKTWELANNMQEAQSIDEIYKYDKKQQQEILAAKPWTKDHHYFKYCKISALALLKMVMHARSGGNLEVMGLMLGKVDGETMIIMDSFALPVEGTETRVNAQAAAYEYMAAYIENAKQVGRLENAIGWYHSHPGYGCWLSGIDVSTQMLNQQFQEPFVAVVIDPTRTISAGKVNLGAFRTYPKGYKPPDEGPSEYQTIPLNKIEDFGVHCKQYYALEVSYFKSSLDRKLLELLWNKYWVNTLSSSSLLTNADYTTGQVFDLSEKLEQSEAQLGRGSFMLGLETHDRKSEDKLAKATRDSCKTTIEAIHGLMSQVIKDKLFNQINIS
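Detection – fluorescence polarization · System – HEK293T-derived human Csn5 enzyme · Controls – substrate-only high control, full reaction low control · Timing – 90 min, room temperature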
Neddylation inh: inhibitors of cullin neddylation, primary screen, biochemical, TR-FRET, uHTS, NAE and Ubc12 | calls only at 25 µM | 360,000 compounds, 0.58% hits | NEDD8-conjugating enzyme Ubc12 (Homo sapiens) + NEDD8-activating enzyme E1 regulatory …; in the data active means inhibition above about 36%
Rpn11 block: Rpn11 (PSMD14) deubiquitinase inhibitors, primary screen, biochemical, fluorescence polarization, uHTS; 26S proteasome non-ATPase regulatory subunit 14 (Homo sapiens), O00487; human 26S proteasome, Ub4-pepOG fluorescence polarization; 20S core pre-blocked with epoxomicin; AID 588493, 2011; 360,000 compounds, 0.59% hits; calls only at 20 µM;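 active means inhibition at 20 µM, scaled to each plate's controls, above about 33%, limit read from the data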
Target sequence (O00487 whole entry, looked up): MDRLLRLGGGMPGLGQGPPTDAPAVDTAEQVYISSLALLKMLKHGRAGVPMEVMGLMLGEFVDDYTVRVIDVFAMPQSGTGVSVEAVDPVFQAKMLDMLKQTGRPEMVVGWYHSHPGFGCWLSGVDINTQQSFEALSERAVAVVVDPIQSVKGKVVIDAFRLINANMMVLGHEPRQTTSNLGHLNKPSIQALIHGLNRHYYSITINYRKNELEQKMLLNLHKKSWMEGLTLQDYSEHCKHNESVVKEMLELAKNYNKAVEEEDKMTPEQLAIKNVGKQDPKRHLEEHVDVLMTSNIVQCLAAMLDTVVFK
* hit, by the source's call; i = inactive; · = not tested or not shown.

Molecule	LMPTP inh	Scp1 inh	Rin1-Abl PPI inh	STEP inh	NadD block	DNMT1 inh	SUMO1 PPI mod	CSN inh	Neddylation inh	Rpn11 block
CN(C(=O)c1ccc2c(c1)OCCO2)c1c(N)n(Cc2ccccc2)c(=O)[nH]c1=O	-1.0	-5	0	7	1	3	3	3	i	i
O=C1NCCc2cc3c(cc21)OCO3	0.4	0	3	-3	-2	-4	2	1	i	i
Cc1ccc(NC(=O)CN2C(=O)c3ccccc3S2(=O)=O)cc1C	-1.0	-1	1	-1	2	2	-6	1	i	i
CC1=Nc2ccccc2N=C(NC(=O)CN2CCN(c3ccccc3)CC2)C1c1ccccc1 (stereo not drawn)	0.9	-4	0	-3	2	0	-2	-3	i	i
CCC1=NN=C(c2ccc(F)cc2)C(c2c[nH]c3ccccc23)N1O (stereo not drawn)	-1.0	-7	-3	-4	-2	-8	-8	3	i	i
Cc1ccc(-c2[nH]c3cc(C(=O)NCCCn4ccnc4)ccc3c(=O)c2O)cc1	51*	-14	19*	5	54*	-9	-47	-6	i	i
CC1CN=C(Nc2cccc(S(=O)(=O)N(C)C)c2)S1 (stereo not drawn)	0.0	-2	0	7	-2	-3	1	3	i	i
CC(C)c1ccc2[nH]c(O)c(N=NC(=S)NCCc3ccccc3)c2c1	1.5	-8	-3	5	7	-1	1	0	i	i

3 entries out of the list, ordered by formula weight, largest number first:
Molecule	LMPTP inh	Scp1 inh	Rin1-Abl PPI inh	STEP inh	NadD block	DNMT1 inh	SUMO1 PPI mod	CSN inh	Neddylation inh	Rpn11 block
Cc1ccc(NC(=O)CN2C(=O)c3ccccc3S2(=O)=O)cc1C	-1.0	-1	1	-1	2	2	-6	1	i	i
CCC1=NN=C(c2ccc(F)cc2)C(c2c[nH]c3ccccc23)N1O (stereo not drawn)	-1.0	-7	-3	-4	-2	-8	-8	3	i	i
O=C1NCCc2cc3c(cc21)OCO3	0.4	0	3	-3	-2	-4	2	1	i	i

Next part:
Molecule	LMPTP inh	Scp1 inh	Rin1-Abl PPI inh	STEP inh	NadD block	DNMT1 inh	SUMO1 PPI mod	CSN inh	Neddylation inh	Rpn11 block
O=C(CCC(=O)Nc1ccc(Cl)cc1Cl)NNC(=O)Nc1ccccc1	0.7	-1	2	1	-4	-1	-3	-15	i	i
CC1(C(=O)NCC(F)(F)F)CCN1C(=O)C1(c2ccccc2)CC1 (stereo not drawn)	0.2	·	-2	-2	-9	0	4	-5	i	i
COc1cc2oc(=O)cc(CN3CCN(c4ccccc4OC)CC3)c2cc1Cl	0.3	·	3	-1	12	4	-4	-3	i	i
Cc1cc(C)c2c(c1)CC(C)(C)CC2=O	0.4	7	2	-1	2	2	-1	-3	i	i
CCc1nc(SCC(=O)c2c[nH]c3ccccc23)n[nH]1	-0.7	-4	0	-2	-3	-5	5	1	i	i
C[C@@H](N)C(=O)NC[C@H]1O[C@@H](n2cnc3c(N)ncnc32)[C@H](O)[C@@H]1O	-2.2	-1	-6	-3	-2	-1	2	7	i	i
COc1ccc(Nc2ccnc3ccccc23)cc1	56*	-1	-1	1	-5	0	-14	-4	i	i
COc1ccccc1OCc1cc(C(=O)N(C)CCC2CCCCO2)no1 (stereo not drawn)	1.5	-2	-2	-2	0	1	0	5	i	i
Cc1ccc2nsnc2c1NS(=O)(=O)c1c(C)ccc2nsnc12	-1.3	-5	-4	0	-6	-4	-8	1	i	i
CCOC(=O)c1cccc(NS(=O)(=O)c2cnc[nH]2)c1	-0.3	-7	-3	3	-1	7	3	2	i	i
CCOC(=O)N1CCN(S(=O)(=O)c2ccc(C)c(C(=O)NC3CCCCC3)c2)CC1	2.2	1	2	4	-2	1	6	-1	i	i
O=C(O)c1cccc(Oc2ccccc2[N+](=O)[O-])c1	-0.7	-6	1	32	-10	6	-7	-3	i	i
CCOC(=O)NC(=O)CSc1nnc(SCCC(=O)O)s1	0.2	4	4	-2	2	15	-5	-5	i	i
CCOC(=O)c1c(NC(=O)CSc2nnc(-c3c[nH]c4ccccc34)n2CCOC)sc2c1CCCC2	3.4	17	0	-3	34*	-19	6	-1	i	i
Cc1ccc(NC(=O)COC(=O)Cn2cnc3c2c(=O)n(C)c(=O)n3C)c(Cl)c1	-1.4	-8	3	0	-10	-6	2	0	i	i
Cc1cc(C)c(S(=O)(=O)N2CCN(C(=O)CN3C(=O)NC4(CCCC4)C3=O)CC2)c(C)c1	0.4	3	-2	-1	-1	1	-6	2	i	i
CCOc1ccc(-c2cc(N)n(S(=O)(=O)c3cccc4nsnc34)n2)cc1	0.7	-20	-5	2	-3	-1	-25	3	i	i
O=C(NNC(=O)c1cccc2ccccc12)c1cccc(Cl)c1	-1.6	0	0	1	1	0	-18	-3	i	i
CN1CCc2c(sc(NC(=O)C3CCCN3S(=O)(=O)c3ccc(Cl)s3)c2C(N)=O)C1 (stereo not drawn)	0.2	-7	3	-1	-2	-2	1	-1	i	i
O=S(=O)(c1ccccc1)c1nc(-c2ccco2)oc1N1CCCCCC1	0.1	-12	-1	1	-6	-5	-1	3	i	i
Cc1nc(C)c(CC(=O)N2CCc3c([nH]c4ccccc34)C2c2ccccn2)s1 (stereo not drawn)	0.6	-5	0	-1	-1	-2	-2	0	i	i
O=C(NNC(=O)c1ccc(Br)s1)c1cccc(S(=O)(=O)N2CCCC2)c1	-2.2	-12	1	0	1	4	5	0	i	i
COc1ccc2c(C)cc(=O)sc2c1	-0.1	·	-97	1	-2	0	1	-3	i	i
CC12CCC(C(=O)N(c3nccs3)C1=O)C2(C)C (stereo not drawn)	-2.5	-10	-2	0	-3	2	11	1	i	i
CN(C(=O)COC(=O)C1c2ccccc2Oc2ccccc21)C1CCS(=O)(=O)C1 (stereo not drawn)	-1.9	-14	-1	3	-7	0	-1	4	i	i
Nc1nc(Cl)cc(NCCc2ccc(O)cc2)n1	-2.2	-10	1	1	-1	3	-3	-2	i	i
O=[N+]([O-])c1ccc2c(c1Nc1ccccc1Cl)=NC1(CCCCC1)N=2	1.2	-11	-1	-2	-1	-9	-34	2	i	i
Cc1ccc(NC(=O)C2CCC(=O)N2)cc1C (stereo not drawn)	-1.1	-10	-1	0	-4	1	-4	4	i	i
CC(C)CC(NC(=O)c1ccc(Cl)cc1)C(=O)OCc1cc([N+](=O)[O-])cc2c1OCOC2 (stereo not drawn)	2.0	-10	-4	4	-10	-6	-7	-16	i	i
CC(=O)NC(=S)Nc1ccc2oc(=O)ccc2c1	-0.6	-4	-3	-2	-8	-2	-12	-2	i	i
Cc1ccc(S(=O)(=O)N2CCCN(C(=O)c3ccc(-n4cccn4)cc3)CC2)cc1	-0.9	0	3	0	-6	-3	4	2	i	i
c1ccc(Cc2noc(CN3CCC(CN4CCOCC4)CC3)n2)cc1	-1.9	5	1	-2	-3	6	0	-3	i	i

Next section, starting with the last 6 of the part before.
Molecule	LMPTP inh	Scp1 inh	Rin1-Abl PPI inh	STEP inh	NadD block	DNMT1 inh	SUMO1 PPI mod	CSN inh	Neddylation inh	Rpn11 block
O=[N+]([O-])c1ccc2c(c1Nc1ccccc1Cl)=NC1(CCCCC1)N=2	1.2	-11	-1	-2	-1	-9	-34	2	i	i
Cc1ccc(NC(=O)C2CCC(=O)N2)cc1C (stereo not drawn)	-1.1	-10	-1	0	-4	1	-4	4	i	i
CC(C)CC(NC(=O)c1ccc(Cl)cc1)C(=O)OCc1cc([N+](=O)[O-])cc2c1OCOC2 (stereo not drawn)	2.0	-10	-4	4	-10	-6	-7	-16	i	i
CC(=O)NC(=S)Nc1ccc2oc(=O)ccc2c1	-0.6	-4	-3	-2	-8	-2	-12	-2	i	i
Cc1ccc(S(=O)(=O)N2CCCN(C(=O)c3ccc(-n4cccn4)cc3)CC2)cc1	-0.9	0	3	0	-6	-3	4	2	i	i
c1ccc(Cc2noc(CN3CCC(CN4CCOCC4)CC3)n2)cc1	-1.9	5	1	-2	-3	6	0	-3	i	i
CC(=O)N1CCN(C(=O)c2ccc(C(=O)c3ccccc3)cc2)CC1	-2.1	2	-2	-3	-6	9	-4	5	i	i
Nc1cc(S(=O)(=O)Nc2ccc(Cl)cc2)ccc1N1CCOCC1	1.8	-1	0	13	1	169*	1	6	i	i
Cc1c(N=Cc2ccc[nH]2)c(=O)n(-c2ccccc2)n1C	0.5	-4	6	-4	-2	-1	-8	4	i	i
O=[N+]([O-])c1ccc(CN2CCN(c3ccccc3Cl)CC2)o1	-1.9	-9	-2	-5	-2	-2	-16	-1	i	i
CC(C)N(N=Nc1ccc([N+](=O)[O-])cc1)C(C)C	0.9	-8	-2	3	-1	0	-11	0	i	i
